# Screening data: PubChem, National Center for Advancing Translational Sciences (NCATS)
# Sm TGR block: S. mansoni TGR enzyme inhibition; purified TGR, DTNB reduction, TNB absorbance 405 nm; hit rate 3% among 360,000; Q962Y6; Potency, µM (titrated, usually from 114 µM), for the others: top-dose activity change, negative = inhibition, most hits filed as inhibitors; further: potency means the concentration at half of the fitted maximal effect; nearly all actives have a fitted effect of over 60% in size
#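 Kinetic colorimetric format: TGR-catalysed, NADPH-driven DTNB reduction monitored via TNB absorbance. Enzyme dispensed at 20 nM; compound exposure 15 min at room temperature before reaction start.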
# AmpC detergent: blocks E. coli AmpC beta-lactamase in detergent assay. AID 485294. P00811. AmpC hydrolysis of nitrocefin, absorbance 480 nm, 0.01% Triton. Potency, µM (top dose mostly 114 µM), inactives show at the top dose activity change, negative = inhibition, most hits filed as inhibitors. hit rate 0.041% among 370,000;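 further: potency means the concentration at half of the fitted maximal effect; 0% = no-compound wells and -100% = no-enzyme wells; nearly all actives have a fitted effect of over 25% in size; some results filed as inactive show a strong effect at the top dose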
# Target sequence (P00811 whole entry, looked up): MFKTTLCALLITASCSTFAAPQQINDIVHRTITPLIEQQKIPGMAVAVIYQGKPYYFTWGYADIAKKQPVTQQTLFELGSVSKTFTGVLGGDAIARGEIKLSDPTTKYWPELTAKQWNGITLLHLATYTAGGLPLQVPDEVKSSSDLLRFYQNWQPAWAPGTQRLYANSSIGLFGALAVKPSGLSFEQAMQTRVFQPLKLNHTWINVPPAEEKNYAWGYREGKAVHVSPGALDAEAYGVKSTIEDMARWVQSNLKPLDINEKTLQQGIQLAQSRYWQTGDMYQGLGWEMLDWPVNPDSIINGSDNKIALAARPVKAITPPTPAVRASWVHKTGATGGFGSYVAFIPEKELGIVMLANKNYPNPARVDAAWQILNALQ
#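 AmpC (5.3 nM in the dispensed reagent) in 20 mM phosphate pH 7.0 with 0.01% (detergent screen) or 0.0001% Triton X-100 was preincubated with compounds for 15 min at room temperature. Nitrocefin was then added from an 800 uM solution, and hydrolysis was followed at 480 nm.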
# Tb PYK inh: T. brucei pyruvate kinase inhibition; AID 624173; TbPYK enzyme, Kinase-Glo Plus ATP luminescence, 45 min; Potency, µM (titrated, usually from 76.8 µM), inactives show at the top dose activity, negative = inhibition, most hits filed as inhibitors; Q57TT1; hit rate 0.12% among 410,000; further: potency means the concentration at half of the fitted maximal effect; nearly all actives have a fitted effect of over 50% in size
#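 Luminescent Kinase-Glo Plus end-point after 45 min room-temperature reaction of T. brucei pyruvate kinase started with 130 uM ADP (final). Buffer TEA 50 mM pH 7.2 with KCl, MgCl2, BSA, Tween-20; titration-based qHTS with fitted concentration-effect curves.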
# LmPK inhibitor: inhibitors of Leishmania mexicana pyruvate kinase | Potency, µM (doses to about 57.5 µM), for inactives: at the top dose activity change, negative = inhibition, usual class: inhibitors | hit rate 0.37% among 290,000 | purified LmPK, Kinase-Glo ATP luminescence, 1 h | AID 1721; further: potency means the concentration at half of the fitted maximal effect
# Target sequence (Q27686 whole entry, looked up): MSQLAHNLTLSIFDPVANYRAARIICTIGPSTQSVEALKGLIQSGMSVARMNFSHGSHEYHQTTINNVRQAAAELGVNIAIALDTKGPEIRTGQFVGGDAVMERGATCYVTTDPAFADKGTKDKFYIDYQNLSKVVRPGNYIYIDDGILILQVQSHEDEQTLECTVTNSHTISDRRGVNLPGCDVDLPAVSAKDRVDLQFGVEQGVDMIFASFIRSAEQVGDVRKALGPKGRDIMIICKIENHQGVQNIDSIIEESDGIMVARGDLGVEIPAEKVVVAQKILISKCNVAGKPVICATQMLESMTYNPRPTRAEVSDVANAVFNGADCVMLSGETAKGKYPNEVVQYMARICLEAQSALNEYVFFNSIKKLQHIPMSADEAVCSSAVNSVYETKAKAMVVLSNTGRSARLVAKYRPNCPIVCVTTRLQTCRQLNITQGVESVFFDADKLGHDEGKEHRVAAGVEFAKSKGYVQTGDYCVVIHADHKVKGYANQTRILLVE
#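 qHTS format; LmPK 0.1 nM; substrates PEP 0.5 mM and ADP 0.1 mM. One-hour room-temperature incubation, then coupled luciferase luminescence; 0.5 nM enzyme wells mark activation.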
# AMA1-RON2 inh: inhibitors of Plasmodium falciparum AMA1-RON2 interaction; AlphaScreen AMA1-biotinylated RON2 peptide binding; hit rate 0.2% among 360,000; Potency, µM (doses to about 58.2 µM), inactives show top-dose activity change, negative = inhibition, usual class: inhibitors;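 further: potency means the concentration at half of the fitted maximal effect; 0% = vehicle wells and -100% = peptide control; nearly all actives have a fitted effect of over 45% in size; some results filed as inactive show a strong effect at the top dose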
#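 AMA1 (3D7) with his tag at 25 nM final met compounds first, then biotinylated RON2 peptide at 25 nM; detection used donor plus acceptor beads, 10 µg/mL apiece, read by AlphaScreen after 30 min at room temperature.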
# HCMV antiviral: human cytomegalovirus inhibition. hit rate 4.5% among 410,000. activity change, negative = inhibition, % at 57.5 µM. HFF cells, HCMV-luciferase reporter, 72 h; stronger effect = lower value. AID 1259415; in the data active means activity change below about -60%; inconclusive means no clear call, values can overlap the other calls; inactive means above about -39%
#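 Steps: HFFs plated, 16 h 37C; compounds added; HCMV-luciferase added to MOI 1 PFU/cell; 72 h 37C; OneGlo reagent, 5 min room temperature; luminescence read, normalized to controls.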
# AmpC inh no detg: AmpC beta-lactamase inhibition without detergent; P00811; AmpC nitrocefin hydrolysis, absorbance 480 nm, 0.0001% Triton; Potency, µM (titrated, usually from 57.1 µM), for inactives: at the top dose activity change, negative = inhibition, most hits filed as inhibitors; hit rate 0.52% among 330,000;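 further: potency means the concentration at half of the fitted maximal effect; plate controls were no compound for no effect and no enzyme for full effect; nearly all actives have a fitted effect of over 20% in size; some results filed as inactive show a strong effect at the top dose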
#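 20 mM phosphate pH 7.0 + 0.01% (detergent screen) or 0.0001% Triton X-100; 5.3 nM AmpC reagent; cpd preinc 15 min RT; nitrocefin (800 uM stock) to start; A480 q20 s × 4 min; Activity was normalised to no-enzyme and no-compound control wells.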
# Active calls of the source: *; u = inconclusive; x = no result given; [ ] = remark or other dose. Unless noted, the call rests on the fitted dose curve; in most records, active means well fitted curve in the direction sought with a large enough effect; inconclusive means small, poorly fitted or top-dose-only effect, or another doubt; inactive means no such curve, though single readings can be large; an effect the other way counts as inactive or inconclusive. Unless noted, on the % scale 0 is the no-effect control and ±100 the full control effect.
compound	AmpC inh no detg	HCMV antiviral	LmPK inhibitor	Sm TGR block	AMA1-RON2 inh	Tb PYK inh	AmpC detergent
CCOC(=O)C1(C(F)(F)F)N=C(c2cccnc2)OC(N2CCCCC2)=N1 (stereo not given)	47%	20	-6%	0%	2%	-5%	u
Cc1ccccc1OCc1nnc2c3cnn(C)c3ncn12	-14%	43	-5%	0%	3%	7%	-11%
Cc1ccc(CNS(=O)(=O)c2ccc3oc(C(=O)O)c(C)c3c2)cc1	-28%	12	6%	-5%	-3%	5%	2%
COc1cccc(CNc2ccc([N+](=O)[O-])cc2C)c1	-15%	32	3%	x	u	6%	2%
COc1ccc(C2NC(=O)NC(C)=C2C(=O)OC2CCCCC2)cc1 (stereo not given)	x	u	x	x	-16%	-2%	x
O=C(c1ccc(Nc2cccc(C(F)(F)F)c2)nc1)N1CCCC1	71%[activator]	-19	4%	-11%	5%	-17%	-8%
C[C@H](O)[C@@H]1CN2CCc3c([nH]c4ccccc34)[C@@H]2C[C@@H]1N(C)C(=S)NCCc1ccccc1	x	-5	x	x	-1%	-8%	x
O=C1CN(C(=O)c2ccco2)c2ccccc2N1	u	78	-7%	-30%	10%	2%	-1%
N#CCCN(C(=O)COC(=O)/C=C/c1cccs1)c1ccccc1	-17%	-13	x	x	-5%	4%	x
C=CCOc1ccccc1/C=N/NC(=O)Cc1ccccc1	-26%	2	22%	33%	-1%	-6%	u
N#CCC(=O)N/N=C\c1cc(Br)ccc1OC/C=C/c1ccccc1	-43%	23	-3%	6%	28%	-2%	4%
COc1ccc(NC(=O)CCc2c(C)nc3c(-c4ccc(F)cc4)c(C)nn3c2C)c(OC)c1	x	0	x	8%	x	1%	24%
Cc1ccc(CNC(=O)CCCCCn2c(=O)c3sccc3n(CC(=O)Nc3c(C)cc(C)cc3C)c2=O)cc1	x	2	x	1%	x	1%	2%
COc1ccc(NC(=O)CN(C)C(=O)Cc2ccc3c(c2)CCC3)cc1	-20%	18	-5%	27%	0%	-15%	6%
CC(C)Oc1cc2ccccc2cc1CNC[C@H]1O[C@@H](n2cnc3c(N)ncnc32)[C@H](O)[C@@H]1O	39%	-9	x	x	-1%	1%	x
CCOc1ccc(-c2cc(C)[n+](CCN(CC)CC)c(-c3ccc(OCC)cc3)c2)cc1	70%[activator]	-98*	4%	-7%	-4%	2%	3%
C=CCCC(=O)N1CCC(Oc2cccc(C(=O)NCc3ccccn3)c2)CC1	17%	29	-7%	-19%	12%	3%	0%
O=C(Cn1nnc(-c2ccccc2)n1)NC(=O)NC1CCCC1	-22%	12	x	-5%	0%[11.6 µM]	5%	-11%
COC(=O)c1sc(NC(=O)CSc2nc3cccnc3n2C)nc1C	-9%	-22	-3%	6%	-5%	3%	5%
COc1ccccc1NC(=O)Cn1c(=O)n(-c2cccc(Cl)c2)c(=O)c2sc3ccccc3c21	x	10	x	-2%	x	-7%	0%
CNc1nc2ccccc2n1/N=C/c1cccc(OC)c1OC	66%[activator]	43	-2%	12%	-6%	8%	-2%
COc1ccc(CNC(=O)CN(C)S(=O)(=O)c2ccc3c(c2)OCCO3)cc1OC	-3%	7	x	-5%	-7%	-3%	1%
Cc1ccc(C(=O)O/N=C2\CCSc3ccc(C)cc32)cc1	-36%	-18	-7%	-20%	0%	-7%	u
CCCCn1c(N)c(N(CCOC)C(=O)CN2C(=O)c3ccccc3C2=O)c(=O)[nH]c1=O	-14%	-21	-7%	0%	8%	3%	-10%
CCCc1cc(C(=O)Nc2ccc(OC)cc2[N+](=O)[O-])cs1	-31%	1	-3%	-6%	u	-2%	0%
O=C(N=c1ccn(-c2nc3ccccc3nc2NS(=O)(=O)c2ccccc2)cc1)c1cccs1	-12%	-12	1%	-10%	1%	-2%	-7%
CC(C)CN(C(=O)COc1ccc([N+](=O)[O-])cc1)c1c(N)n(CC(C)C)c(=O)[nH]c1=O	-18%	u	x	-5%	0%	-7%	u
O=C(COc1ccccc1Cl)Nc1ccc(Cl)c(-c2nc3ccccc3o2)c1	x	-16	x	-2%	x	3%	2%
CC(=O)c1cccc(OCC(=O)N(CCC2=CCCCC2)c2c(N)n(Cc3ccccc3)c(=O)[nH]c2=O)c1	x	-1	x	x	-5%[11.6 µM]	-6%	x
CC(C)CC(=O)NCC(C)NC(=O)CC(C)C (stereo not given)	-5%	14	-3%	5%	27%	-9%	-8%

# Structural class, the entries above containing a CF3 group
compound	AmpC inh no detg	HCMV antiviral	LmPK inhibitor	Sm TGR block	AMA1-RON2 inh	Tb PYK inh	AmpC detergent
CCOC(=O)C1(C(F)(F)F)N=C(c2cccnc2)OC(N2CCCCC2)=N1 (stereo not given)	47%	20	-6%	0%	2%	-5%	u
O=C(c1ccc(Nc2cccc(C(F)(F)F)c2)nc1)N1CCCC1	71%[activator]	-19	4%	-11%	5%	-17%	-8%

# (further entries)
compound	AmpC inh no detg	HCMV antiviral	LmPK inhibitor	Sm TGR block	AMA1-RON2 inh	Tb PYK inh	AmpC detergent
CN1CCN(C(=O)CN2C(=O)COc3ccc(S(=O)(=O)N4CCOCC4)cc32)CC1	-14%	35	9%	-17%	-3%	-5%	-8%
CCN(CC(=O)Nc1ccc2c(c1)OCCO2)C(=O)c1ccc(CS(C)(=O)=O)cc1	-4%	-39	x	x	8%	-8%	x
COc1ccccc1NC(=S)Nc1ccccc1F	-9%	-15	-5%	-8%	3%	-11%	2%
Cc1nc(NCCc2ccccc2)c2nnn(Cc3ccccc3Cl)c2n1	-24%	-30	4%	-21%	6%	-1%	3%
CCOC(=O)NC(=O)c1cn(C(CC)CO)c(=O)[nH]c1=O (stereo not given)	-8%	-6	3%	1%	7%	1%	-5%
COCCNC(=O)COc1cccc2c1OC(C)(C)C2	-19%	-37	7%	17%	-3%	-3%	2%
COc1ccccc1CNC(=O)CCC1N=C2c3ccccc3N=C(SCC(=O)NCCc3ccccc3)N2C1=O (stereo not given)	x	-2	x	5%	x	0%	10%
C=CCNCCCOc1ccc(Cl)cc1Br	-18%	2	0%	-6%	3%	26%	-2%
O=C(c1ccco1)N1CCN(CC(=O)N2c3ccccc3CCc3ccccc32)CC1	61%[activator]	-12	0%	-23%	-13%	4%	-4%
N#C/C(=C/c1ccc(O)c([N+](=O)[O-])c1)C(=O)Nc1ccccc1	-15%	u	3%	6%	71%[activator]	0%	6%
Cc1ccc2ccccc2c1CSc1nc(N)nc2c1ncn2CC(C)C	x	15	x	x	-29%	-1%	x
CC1(C(=O)NS(=O)(=O)Cc2ccccc2C(F)(F)F)CCN1C(=O)Cc1ccccc1 (stereo not given)	x	-5	x	x	8%	-1%	x
O=C(O)Cn1c(SCc2cccc3ccccc23)nc2ccccc21	-38%	-16	3%	-17%	-6%	1%	1%
N#CC1(NC(=O)COC(=O)C2=COCCO2)CCCCC1	-23%	20	x	6%	0%	-5%	7%
Cc1nc2cc(-c3cccc(F)c3)nn2c(C)c1CCC(=O)NCCc1ccccc1	x	-38	x	22µM*	x	-4%	-4%
O=C1CN(C(=O)CN2CCN(S(=O)(=O)c3ccccc3F)CC2)c2ccccc2N1	x	12	x	x	5%	5%	x
COc1ccc(N=C2SC(C(N)=O)CC(=O)N2Cc2ccc3c(c2)OCO3)cc1 (stereo not given)	48%	2	4%	-13%	-13%	-3%	6%
COc1cccc(-n2cc3c(c2-c2ccccc2)c(=O)n(C)c(=O)n3C)c1	27%	34	7%	-5%	-7%	-6%	3%
COC(=O)c1ccc([C@H]2Nc3ccc(S(=O)(=O)Nc4ccc(F)cc4)cc3[C@H]3C=CC[C@H]32)cc1	x	1	x	32µM*	x	-9%	-7%
CC(NC(=O)C(Cc1ccccc1)n1cccc1)c1ccccc1 (stereo not given)	-34%	-9	4%	-11%	-5%	0%	1%
COC(CNC(=O)Cc1c(C)nc2c(-c3ccccc3)c(C)nn2c1C)OC	51%	u	-3%[11.5 µM]	7%	4%	-1%	6%
CCOc1ccc(N2CC(c3nc4ccccc4n3CCCOc3ccccc3)CC2=O)cc1 (stereo not given)	x	-38	x	8%	x	2%	15%
COc1ccc(S(=O)(=O)N2CCN(C(=O)CCNC(=O)c3ccccc3Cl)CC2)cc1	3%	-98*	x	-27%	-7%[11.6 µM]	-8%	6%
N#CCc1nn(Cc2ccc(F)cc2)c(=O)c2ccccc12	-21%	13	6%	1%	12%	8%	-8%
O=C(Nc1cccc(F)c1)NC1(C(=O)N2CCC(O)CC2)CCCCC1	-9%	-99*	2%	-11%	12%	-5%	-8%
C=CCSc1nnc(NC(=O)c2cccc(S(=O)(=O)N3CCOCC3)c2)s1	-37%	17	-1%	-1%	-4%	8%	u
CN1CCC(=O)N([C@H](CSc2ccc(Br)cc2)Cc2ccccc2)CC1	181%[activator]	-9	-2%	-9%	27%	-4%	-10%
CC(=O)c1c(C)[nH]c(C)c1C(C)=O	-4%	-34	5%	14%[11.4 µM]	-9%	1%	-10%
CN(C)c1nc(N)c2ncc(=S)[nH]c2n1	-11%	-32	0%	-2%	25%	-19%	u

# Single records, from the list above. Order of screens: AmpC inh no detg | HCMV antiviral | LmPK inhibitor | Sm TGR block | AMA1-RON2 inh | Tb PYK inh | AmpC detergent
# Shown for O=C(c1ccco1)N1CCN(CC(=O)N2c3ccccc3CCc3ccccc32)CC1 : 61%[activator] | -12 | 0% | -23% | -13% | 4% | -4%
# Shown for C=CCSc1nnc(NC(=O)c2cccc(S(=O)(=O)N3CCOCC3)c2)s1 : -37% | 17 | -1% | -1% | -4% | 8% | u
# Shown for N#CCc1nn(Cc2ccc(F)cc2)c(=O)c2ccccc12 : -21% | 13 | 6% | 1% | 12% | 8% | -8%
# Shown for O=C(O)Cn1c(SCc2cccc3ccccc23)nc2ccccc21 : -38% | -16 | 3% | -17% | -6% | 1% | 1%
# Shown for COc1ccccc1CNC(=O)CCC1N=C2c3ccccc3N=C(SCC(=O)NCCc3ccccc3)N2C1=O (stereo not given) : x | -2 | x | 5% | x | 0% | 10%
